# From PubChem
# TrxR1 inh – inhibitors of rat thioredoxin reductase 1; recombinant rTrxR1, NADPH fluorescence consumption, selenite substrate; Potency, µM (top dose mostly 114 µM), for inactives: at the highest dose activity change, negative = inhibition, actives largely listed as inhibitors; O89049; 390,000 tested, 1% active; further: on the % scale 0 is the no-effect control and ±100 the full control effect; nearly all actives have a fitted effect of over 65% in size
# Target sequence (O89049 whole entry, looked up): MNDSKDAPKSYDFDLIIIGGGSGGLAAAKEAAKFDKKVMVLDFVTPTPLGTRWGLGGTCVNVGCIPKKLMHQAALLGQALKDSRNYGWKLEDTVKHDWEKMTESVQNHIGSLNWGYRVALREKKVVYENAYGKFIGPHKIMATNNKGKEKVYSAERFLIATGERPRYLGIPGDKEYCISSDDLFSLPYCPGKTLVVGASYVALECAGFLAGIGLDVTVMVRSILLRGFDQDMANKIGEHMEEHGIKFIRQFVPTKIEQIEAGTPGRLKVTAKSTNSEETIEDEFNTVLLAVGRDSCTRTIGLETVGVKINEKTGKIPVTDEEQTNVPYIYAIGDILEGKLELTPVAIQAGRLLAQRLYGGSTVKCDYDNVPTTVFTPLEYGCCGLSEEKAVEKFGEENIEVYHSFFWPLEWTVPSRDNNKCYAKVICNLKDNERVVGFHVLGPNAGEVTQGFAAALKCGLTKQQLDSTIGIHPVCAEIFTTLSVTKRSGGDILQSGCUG
#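 Rat TrxR1 (90 nM in the dispensed reagent) was pre-reduced with 400 uM NADPH for 5 min at room temperature, then incubated with compound for 15 min. After 400 uM selenite was added, NADPH fluorescence (Ex 340/Em 450 nm) was followed for 8 min.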
# TrxR1 substrate – substrates of rat thioredoxin reductase 1 | O89049 | purified TrxR1 substrate turnover, NADPH consumption readout | Potency, µM (titrated, usually from 114 µM), for the others: at the top dose activity change, negative = substrate turnover | 390,000 tested, 0.01% active | AID 588456; further: on the % scale 0 is the no-effect control and ±100 the full control effect; nearly all actives have a fitted effect of over 50% in size
#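 Rat TrxR1, dispensed at 90 nM, was prereduced with 400 uM NADPH (final) for 5 min at ~22 deg C, then incubated with compound 15 min before 400 uM selenite. A first-read NADPH fluorescence drop versus no-compound background flagged substrates.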
# Vif-APOBEC3F blk – Vif-A3F binding inhibition; HeLa A3F-eYFP + Vif (tagged APOBEC3F with the HIV-1 protein that degrades it), YFP fluorescence increase; Potency, µM (top dose mostly 46.1 µM), without a hit: at the top dose activity, negative = active; 390,000 tested, 0.2% active; AID 602313; further: % of control where 0% means no effect; nearly all actives have a fitted effect of over 65% in size
#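 HeLa cells stably expressing Vif plus C-terminally eYFP-tagged A3F were seeded, incubated overnight at 37 deg C, dosed with compound, incubated overnight again at 37 deg C. Yellow fluorescence (Ex 488/Em 500-530) reported blocked Vif-mediated A3F-eYFP degradation.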
# RGS4 inhibitor – inhibitors of human regulator of G protein signaling 4. P49798. Transcreener GDP fluorescence polarization, RGS4-accelerated GTP hydrolysis. Potency, µM (doses to about 114 µM), inactives show at the top dose activity change, negative = inhibition, most hits filed as inhibitors. 390,000 tested, 0.039% active; further: on the % scale 0 is the no-effect control and ±100 the full control effect; nearly all actives have a fitted effect of over 75% in size; some results filed as inactive show a strong effect at the top dose
# Target sequence (P49798 whole entry, looked up): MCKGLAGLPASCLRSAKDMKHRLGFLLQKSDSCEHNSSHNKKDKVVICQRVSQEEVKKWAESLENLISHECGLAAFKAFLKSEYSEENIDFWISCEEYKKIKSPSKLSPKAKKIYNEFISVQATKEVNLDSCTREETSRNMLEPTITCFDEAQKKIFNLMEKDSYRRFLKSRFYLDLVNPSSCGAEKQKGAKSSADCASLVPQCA
#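 MLSMR compounds (23 nl, pin-transferred) preincubated 10 min at room temperature with a 500nM (2x) first reagent, then RGS4 at 900nM (2x) plus Transcreener GDP mix added; fluorescence polarization (620/688 nm) read before and after 90 min at 30 °C.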
# 12-LOX inh – blocks human arachidonate 12S-lipoxygenase | P18054 | purified 12hLO, xylenol orange hydroperoxide absorbance | Potency, µM (highest dose often 108 µM), inactives show at the top dose activity change, negative = inhibition, hits mostly inhibitors | 580,000 tested, 1.1% active | AID 1671190; further: on the % scale 0 is the no-effect control and ±100 the full control effect
#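 Purified human 12hLO at 150 nM in 25 mM Hepes, 0.01% Triton X-100, pH 7.0, preincubated 15 min at room temperature with compound. Reaction started with 40 uM arachidonic acid, 30 min at room temperature. Hydroperoxide measured by Fe-xylenol orange, 573/405 nm absorbance ratio.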
# IDH1 R132H inh – inhibitors of human mutant IDH1 R132H. IDH1-R132H enzyme, NADPH consumption, diaphorase/resazurin fluorescence. Potency, µM (top dose mostly 76.6 µM), without a hit: top-dose activity change, negative = inhibition, actives largely listed as inhibitors. 390,000 tested, 0.093% active. AID 602179. O75874; further: on the % scale 0 is the no-effect control and ±100 the full control effect; nearly all actives have a fitted effect of over 65% in size
# Target sequence (O75874 whole entry R132H, stated change not applied): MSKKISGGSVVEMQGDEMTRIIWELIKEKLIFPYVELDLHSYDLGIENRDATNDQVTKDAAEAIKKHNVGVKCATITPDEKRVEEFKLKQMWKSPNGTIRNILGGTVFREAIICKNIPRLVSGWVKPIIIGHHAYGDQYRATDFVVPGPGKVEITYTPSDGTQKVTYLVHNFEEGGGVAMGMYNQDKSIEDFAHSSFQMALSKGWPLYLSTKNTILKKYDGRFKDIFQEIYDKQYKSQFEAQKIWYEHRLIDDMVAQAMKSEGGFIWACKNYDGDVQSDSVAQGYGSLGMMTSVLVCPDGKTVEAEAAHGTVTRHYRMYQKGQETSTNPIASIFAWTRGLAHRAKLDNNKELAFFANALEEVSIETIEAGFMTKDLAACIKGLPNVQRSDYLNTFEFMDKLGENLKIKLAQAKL
#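 IDH1-R132H (0.5 ug/mL) preincubated 30 min with compound, then NADPH (0.016 mM) and alpha-KG (2 mM) added; 80 min at RT, pH 7.5. Remaining NADPH coupled via diaphorase/resazurin to fluorescence (540/590 nm); concentration-response curves normalized to no-enzyme control.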
# USP1-UAF1 inh – USP1/UAF1 (human) deubiquitinase inhibition | AID 743255 | Potency, µM (top dose mostly 57.1 µM), inactives show at the highest dose activity change, negative = inhibition, hits mostly inhibitors | recombinant USP1/UAF1, Ub-Rhodamine cleavage fluorescence | 390,000 tested, 0.23% active; further: on the % scale 0 is the no-effect control and ±100 the full control effect; nearly all actives have a fitted effect of over 60% in size; inactives centre near -12
#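 In this screen, compounds sit with the deubiquitinase complex (1nM) for 15 min at room temperature before Ub-Rho is added at 150nM final. Fluorescence rise is then followed for 6 reads every 60 seconds.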
# Vif-A3G inh – inhibitors of Vif-APOBEC3G interaction. HeLa A3G-eYFP + Vif (tagged APOBEC3G with the HIV-1 protein that degrades it), YFP fluorescence, overnight. Potency, µM (highest dose often 46.1 µM), for inactives: at the top dose activity, negative = active, actives largely listed as inhibitors. 410,000 tested, 0.076% active;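 further: on the % scale 0 is the no-effect control and ±100 the full control effect; nearly all actives have a fitted effect of over 60% in size; hits raise eYFP signal because A3G escapes Vif-driven loss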
#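 HeLa cells stably expressing Vif and C-terminally eYFP-tagged A3G, seeded overnight at 37 deg C, then exposed to compound by pintool overnight at 37 deg C. Rise in yellow fluorescence (Ex 488/Em 500-530, Acumen) marks blocked Vif-driven A3G degradation.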
# RXFP1 agonist – agonists of human relaxin receptor RXFP1; HEK293T-RXFP1 cAMP TR-FRET, 30 min; response scale: percent of porcine relaxin response, buffer zero; Potency, µM (series often up to 57.5 µM), inactives show at the highest dose activation, usual class: activators; 370,000 tested, 0.3% active; AID 2676; further: on the % scale 0 is the no-effect control and ±100 the full control effect; nearly all actives have a fitted effect of over 60% in size; many of its hits are not listed in these tables
#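 HEK293T cells stably expressing RXFP1 were pretreated with the PDE4 inhibitor Ro 20174, exposed to compounds for 30 min at 37C, lysed, and cAMP was read by TR-FRET. Data normalized to buffer (basal) and 29 nM porcine relaxin (100%).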
# * = called active by the depositor; u = inconclusive; x = no result given; & = joins results of further samples; [ ] = another dose, or the depositor's remark. The call rests on the fitted dose curve; in most records, active means well fitted curve in the direction sought with a large enough effect; inconclusive means small, poorly fitted or top-dose-only effect, or another doubt; inactive means no such curve, though single readings can be large; an effect the other way counts as inactive or inconclusive. Potency means the concentration at half of the fitted maximal effect. This is a subset; count on the stated rates, not on these rows.
SMILES,TrxR1 inh,TrxR1 substrate,Vif-APOBEC3F blk,RGS4 inhibitor,12-LOX inh,IDH1 R132H inh,USP1-UAF1 inh,Vif-A3G inh,RXFP1 agonist
CCOC(=O)CC1C(=O)NCCN1c1nc2c(C)cccn2c(=O)c1/C=C1\SC(=S)N(C(C)CC)C1=O (configuration not stated),18%[57.1 µM],-2%[11.4 µM],-2%,-8%,x,-19%,8.9µM*,u,14%
Oc1ccc2c(ccc3[nH]cnc32)c1,2%[57.1 µM],6%[57.1 µM],-3%,8%,93%[activator],14%,1%,0%,3.5%
O=C(NC1CCCCCC1)c1cc2ccccc2oc1=O,28%,6%,5%,-9%,159%[activator],0%,-16%,0%,-0.4%
CCc1nc2ccccc2nc1N1CCN(S(=O)(=O)c2c(C)cc(Cl)cc2C)CC1,22%,-1%,0%,2%,17%,-11%,-11%,0%,21%
CCn1nc(C)c2c(-c3ccccc3)cc(=O)n(C(C)C(=O)NCc3cccc(OC)c3)c21 (configuration not stated),10%[57.1 µM],3%[57.1 µM],0%,-7%,-8%,-13%,-8%,1%,0.5%
C/C(=N\NC(=S)NCCc1ccccc1)c1ccc(Cl)cc1,-9%,-6%,7%,-26%,35µM*,-1%,-11%,2%,-1.0%
COC(=O)c1sccc1NC(=O)c1ccccc1,20%,-1%,29%,-6%,3%,2%,-14%,-11%,6.5%
Cc1cccc(C2c3[nH]c4ccccc4c3CCN2C(=O)c2nn(C)c(=O)c3ccccc23)n1 (configuration not stated),22%[57.1 µM],5%,-19%,u,-6%,-9%,-22%,-6%,0.3%
Cc1sc2ncnc(N3CCC(C(=O)N4CC(C)SC4=Nc4ccc(Cl)cc4)CC3)c2c1C (configuration not stated),12%,2%,7%,-32%,212%[activator],3%,-19%,1%,x
COCCNS(=O)(=O)c1cc(F)ccc1OC,4%,-5%,5%,5%,-13%,7%,-10%,1%,1.8%
O=C(c1cc(=O)[nH]c2ccccc12)N1CCN(Cc2ccc3c(c2)OCO3)CC1,-28%,3%,3%,-50%,8%,4%,-18%,3%,1.1%
CSCCC(NS(=O)(=O)c1ccc(Cl)cc1)C(=O)OCC(=O)c1ccc(F)cc1 (configuration not stated),13%[57.1 µM],-5%,3%,-2%,u,-2%,-3%,2%,3.9%
COc1ccc(-c2csc(N=C(N)N)n2)cc1,-20%,-6%,-26%,0%,-8%,7%,-25%,-14%,1.4%
CCCC1=C(C(=O)OCC)C(c2cccs2)C(C#N)=C(N)O1 (configuration not stated),-22%,-16%,-20%,-42%,u,4%,-20%,-1%,0.3%
O=C(CCc1nc(-c2ccccn2)no1)NCc1ccc2c(c1)OCO2,11%[57.1 µM],4%,7%,-24%,184%[activator],-4%,-1%,-2%,4.7%
COC(=O)c1c(C(=O)OC)c2oc3ccccc3n2c1Cl,-5%[57.1 µM],6%[57.1 µM],6%,41%,-8%,-1%,3%,-7%,1.4%
COC(=O)c1cccc(NC2=NS(=O)(=O)c3ccccc32)c1,26%[57.1 µM],8%[57.1 µM],1%,-28%,1%,0%,-6%,-1%,-0.6%
COc1ccc(C(=C(CC(=O)O)C(=O)OC(C)(C)C)c2cc(OC)c(OC)c(OC)c2)cc1OC,-11%[57.1 µM],8%[11.4 µM],8%,4%,-8%,3%,-16%,0%,x
COCC(C)n1c(C)cc(C(=O)COC(=O)c2ccc(N3CCCC3=O)cc2)c1C (configuration not stated),-4%,-9%,-1%,-6%,-4%,-4%,-3%,3%,-1.6%
Cc1cccc(OCC(=O)N(Cc2ccc(N(C)C)cc2)Cc2ccco2)c1C,1%,-9%,x,10%,-6%,x,-26%,x,-0.6%
O=C(N/N=C/c1cccs1)C(=O)N1CCCC1,14%[57.1 µM],10%[57.1 µM],-5%,-7%,-2%,-3%,-23%,-1%,0.4%
CC(Oc1ccccc1)C(=O)NC1C(=O)N2C1SC(C)(C)C2C(=O)O (configuration not stated),6%,-3%,2%,24%,-11%,4%,-4%,-2%,-0.3%
C=CCn1cccc(C(=O)Nc2ccc(OC)c(Cl)c2)c1=O,13%,0%,16%,-20%[56.9 µM],x,10%,-24%,-2%,0.3%
CC1=C(C(=O)OC2CCCC2)C(c2c(F)cccc2Cl)CC(=O)N1 (configuration not stated),3%,-1%,-4%,-8%,6%,16%,-24%,0%,1.8%
O=C(NC1CCCCC1)n1c(=O)oc2cc(S(=O)(=O)N3CCCCC3)ccc21,8%,0%,-1%,36%,-8%,-4%,5%,1%,1.9%

# Continued.
SMILES,TrxR1 inh,TrxR1 substrate,Vif-APOBEC3F blk,RGS4 inhibitor,12-LOX inh,IDH1 R132H inh,USP1-UAF1 inh,Vif-A3G inh,RXFP1 agonist
CCOC(=O)C1=C(COC(=O)/C=C/c2ccc(O)c(OC)c2)NC(=O)NC1C (configuration not stated),8%,3%,1%,-17%,-9%,4%,-22%,-19%,2.3%
COc1ccc(CN2CCNC(=O)C2CC(=O)N2CCCN(C(C)=O)CC2)cc1OC (configuration not stated),u,-2%,5%,2%,23%,-6%,-18%,-4%,2.0%
NN=C(c1cccc([N+](=O)[O-])c1)c1cccc([N+](=O)[O-])c1,23%[57.1 µM],-2%,5%,8%,394%[activator],-1%,-1%,-1%,x
O=C(CCS(=O)(=O)c1ccc(Br)cc1)Nc1ccc(Cl)cc1F,u,2%,5%,-2%,-8%,1%,-22%,1%,-1.4%
CCOC(=O)c1ccc(N2C(=O)C(C)=C(C)C2=O)cc1,-4%,-6%,-2%,21%,146%[activator],14%,-1%,-4%,3.0%
COc1ccc(N2CCN(C(CNS(=O)(=O)c3cccs3)c3cccnc3)CC2)cc1 (configuration not stated),-3%[57.1 µM],-7%,-14%,-30%,x,1%,-10%,-1%,0.4%
CCSc1cc(N2CCCC2)nc(-c2ccccc2Cl)n1,-7%,-2%,10%,2%,8%,3%,-5%,3%,0.9%
C1COCCNCCOCCOCCOCCN1,6%,-2%,-15%,16%,-12%,-1%,2%,-1%,0.2%
C=CCN1C(=O)c2cccc3c(N4CCCCC4)ccc(c23)C1=O,3%[57.1 µM],-1%[57.1 µM],7.1µM*,-15%,-1%,4%,u,u,3.0%
O=S(=O)(NCc1ccco1)c1ccccc1Br,-16%,-10%,5%,28%&-3%,-7%,8%,-14%,2%&0%,4.1%
Cc1cccc(NS(=O)(=O)c2ccc3c(c2)CCN3C(=O)CCC(=O)O)c1,0%,-9%,-3%,-10%,13%,9%,-24%,3%,10%
O=C(Nc1cccc(C(=O)O)c1)/C(=C/c1ccc2c(c1)OCO2)NC(=O)c1cccc(Br)c1,16%[57.1 µM],-11%,6%,-9%,-17%,-1%,-12%,-1%,2.0%
CC1CCCN(C(=S)NCCc2ccccc2)C1 (configuration not stated),-6%,-7%[57.1 µM],-8%,-6%,-11%,-5%,0%,3%,0.5%
O=C(CC1OC(=O)c2ccccc21)c1ccco1 (configuration not stated),-3%[57.1 µM],-3%[57.1 µM],-1%,29%,-9%,2%,1%,2%,0.2%
COc1ccc(C(=O)NCC(C)CN(C)C)cc1 (configuration not stated),5%[57.1 µM],3%[57.1 µM],0%,43%,0%,-2%,-17%,2%,0.5%
CC(Sc1nnnn1-c1cccc(F)c1)C(=O)NC1CCCC1 (configuration not stated),10%,6%,-10%,-33%,-13%,2%,-13%,-1%,3.1%
CCOCCCNC(=O)C(NC(=O)c1cnccn1)c1ccc(C)cc1 (configuration not stated),5%,-1%,3%,8%,0%,-9%,-3%,2%,2.8%
CCN(CC)S(=O)(=O)c1ccc(N2CCOCC2)c(NC(=O)c2cc([N+](=O)[O-])ccc2Cl)c1,5%[57.1 µM],1%[57.1 µM],-8%,13%,10%,4%,-8%,0%,u
N#Cc1c(SCC(=O)Nc2ccccc2)nsc1SCC(=O)Nc1ccccc1,15%,2%,1%,-4%,4%,-7%,-4%,-8%,4.1%
CC1(O)CC(c2ccc(Cl)cc2)=NN1C(=O)c1ccc([N+](=O)[O-])cc1 (configuration not stated),1%[57.1 µM],-7%[57.1 µM],1%,-40%,u,9%,-14%,0%,-1.0%
Cc1nc(NC(=O)CN2CCOCC2)sc1C(=O)N(C)C,3%[57.1 µM],8%[57.1 µM],1%,-6%,12%,5%,-19%,3%,6.3%
O=c1[nH]c2cc3c(cc2cc1CN(Cc1cccnc1)Cc1nnnn1Cc1ccco1)OCCO3,11µM*,56%[activator],-15%,-32%,-11%,3%,-1%,-3%,3.6%
Cc1cccn2c(=O)c3cc(C(=O)NCCCN4CCCC4=O)n(C)c3nc12,21%,199%[activator],0%,8%,-4%,9%,u,-1%,6.6%

# A draw from above in order of formula weight, largest number first:
SMILES,TrxR1 inh,TrxR1 substrate,Vif-APOBEC3F blk,RGS4 inhibitor,12-LOX inh,IDH1 R132H inh,USP1-UAF1 inh,Vif-A3G inh,RXFP1 agonist
O=C(Nc1cccc(C(=O)O)c1)/C(=C/c1ccc2c(c1)OCO2)NC(=O)c1cccc(Br)c1,16%[57.1 µM],-11%,6%,-9%,-17%,-1%,-12%,-1%,2.0%
CCN(CC)S(=O)(=O)c1ccc(N2CCOCC2)c(NC(=O)c2cc([N+](=O)[O-])ccc2Cl)c1,5%[57.1 µM],1%[57.1 µM],-8%,13%,10%,4%,-8%,0%,u
CC1CCCN(C(=S)NCCc2ccccc2)C1 (configuration not stated),-6%,-7%[57.1 µM],-8%,-6%,-11%,-5%,0%,3%,0.5%
